HCMV inh = blocks human cytomegalovirus replication; HFF cells, HCMV-luciferase reporter, 72 h; stronger effect = lower value; activity change, negative = inhibition, % at 57.5 µM; 410,000 compounds, 4.5% hits; AID 1259415; in the data active means activity change below about -60%; inconclusive means no clear call, values can overlap the other calls; inactive means above about -39%
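After 16 h attachment at 37C, HFF cells received test compound and HCMV-luciferase (1 PFU/cell); reporter luminescence read 72 h later, data normalized against buffer-only and known inhibitor Salinomycin.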
AmpC inh detg = AmpC beta-lactamase inhibition with detergent present; AmpC hydrolysis of nitrocefin, absorbance 480 nm, 0.01% Triton; AID 485294; Potency, µM (highest dose often 114 µM), without a hit: at the highest dose activity change, negative = inhibition, hits mostly inhibitors; 370,000 compounds, 0.041% hits;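 further: potency means the concentration at half of the fitted maximal effect; 0% = no-compound wells and -100% = no-enzyme wells; nearly all actives have a fitted effect of over 25% in size; some results filed as inactive show a strong effect at the top dose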
Target sequence (P00811 whole entry, looked up): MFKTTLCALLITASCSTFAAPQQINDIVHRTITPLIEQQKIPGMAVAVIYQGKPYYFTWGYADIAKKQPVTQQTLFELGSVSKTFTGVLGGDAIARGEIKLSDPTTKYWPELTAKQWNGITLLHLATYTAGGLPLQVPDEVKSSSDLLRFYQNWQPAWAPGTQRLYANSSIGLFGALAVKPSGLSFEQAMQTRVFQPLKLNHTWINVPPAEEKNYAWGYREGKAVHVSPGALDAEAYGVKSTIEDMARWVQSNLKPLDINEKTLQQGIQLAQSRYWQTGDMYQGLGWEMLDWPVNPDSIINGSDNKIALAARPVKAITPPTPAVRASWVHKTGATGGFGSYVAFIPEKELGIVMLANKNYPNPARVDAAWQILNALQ
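AmpC (5.3 nM in the dispensed reagent) in 20 mM phosphate pH 7.0 with 0.01% (detergent screen) or 0.0001% Triton X-100 was preincubated with compounds for 15 min at room temperature. Nitrocefin was then added from an 800 uM solution, and hydrolysis was followed at 480 nm.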
AMA1-RON2 inh = inhibitors of Plasmodium falciparum AMA1-RON2 interaction; Potency, µM (series often up to 58.2 µM), inactives show top-dose activity change, negative = inhibition, most hits filed as inhibitors; 360,000 compounds, 0.2% hits; AlphaScreen AMA1-biotinylated RON2 peptide binding;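 further: potency means the concentration at half of the fitted maximal effect; 0% = vehicle wells and -100% = peptide control; nearly all actives have a fitted effect of over 45% in size; some results filed as inactive show a strong effect at the top dose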
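AMA1 (3D7) with his tag at 25 nM final met compounds first, then biotinylated RON2 peptide at 25 nM; detection used donor plus acceptor beads, 10 µg/mL apiece, read by AlphaScreen after 30 min at room temperature.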
LmPK inhibitor = blocks Leishmania mexicana pyruvate kinase activity; AID 1721; 290,000 compounds, 0.37% hits; Q27686; Potency, µM (series often up to 57.5 µM), for inactives: at the highest dose activity change, negative = inhibition, actives largely listed as inhibitors; purified LmPK, Kinase-Glo ATP luminescence, 1 h; further: potency means the concentration at half of the fitted maximal effect
Target sequence (Q27686 whole entry, looked up): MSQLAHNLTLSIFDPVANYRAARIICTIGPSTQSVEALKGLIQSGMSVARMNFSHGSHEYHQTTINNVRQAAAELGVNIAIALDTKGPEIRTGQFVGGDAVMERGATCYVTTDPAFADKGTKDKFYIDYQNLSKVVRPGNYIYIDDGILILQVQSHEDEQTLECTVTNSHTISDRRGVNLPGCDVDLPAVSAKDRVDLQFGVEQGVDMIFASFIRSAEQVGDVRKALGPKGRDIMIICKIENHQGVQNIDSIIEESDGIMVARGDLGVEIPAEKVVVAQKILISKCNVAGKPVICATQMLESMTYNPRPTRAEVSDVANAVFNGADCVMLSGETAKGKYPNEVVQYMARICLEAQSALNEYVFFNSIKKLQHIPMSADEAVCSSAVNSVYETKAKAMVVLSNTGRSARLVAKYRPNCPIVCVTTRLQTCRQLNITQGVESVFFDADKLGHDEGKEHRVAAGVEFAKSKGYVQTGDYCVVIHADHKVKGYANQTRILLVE
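Kinase-Glo luminescence read after 1 h RT reaction of 0.1 nM LmPK with 0.5 mM PEP and 0.1 mM ADP. Activity scaled between uninhibited and enzyme-free controls.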
AmpC no deterg = blocks E. coli AmpC beta-lactamase in detergent-free assay | P00811 | AmpC nitrocefin hydrolysis, absorbance 480 nm, 0.0001% Triton | Potency, µM (series often up to 57.1 µM), for inactives: top-dose activity change, negative = inhibition, most hits filed as inhibitors | 330,000 compounds, 0.52% hits | AID 485341;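 further: potency means the concentration at half of the fitted maximal effect; plate controls were no compound for no effect and no enzyme for full effect; nearly all actives have a fitted effect of over 20% in size; some results filed as inactive show a strong effect at the top dose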
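20 mM phosphate pH 7.0 + 0.01% (detergent screen) or 0.0001% Triton X-100; 5.3 nM AmpC reagent; cpd preinc 15 min RT; nitrocefin (800 uM stock) to start; A480 q20 s × 4 min; Activity was normalised to no-enzyme and no-compound control wells.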
Tb PYK inh = T. brucei pyruvate kinase inhibition | Potency, µM (top dose mostly 76.8 µM), for inactives: at the top dose activity, negative = inhibition, usual class: inhibitors | TbPYK enzyme, Kinase-Glo Plus ATP luminescence, 45 min | Q57TT1 | 410,000 compounds, 0.12% hits; further: potency means the concentration at half of the fitted maximal effect; nearly all actives have a fitted effect of over 50% in size
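Enzyme and substrate buffer are dispensed first and compound is pin-transferred. ADP at 130 uM final then starts the reaction, which runs 45 min at room temperature. Detection reagent is added for 10 min before luminescence is imaged.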
Sm TGR block = blocks Schistosoma mansoni thioredoxin glutathione reductase; Q962Y6; purified TGR, DTNB reduction, TNB absorbance 405 nm; Potency, µM (highest dose often 114 µM), without a hit: at the top dose activity change, negative = inhibition, usual class: inhibitors; 360,000 compounds, 3% hits; further: potency means the concentration at half of the fitted maximal effect; nearly all actives have a fitted effect of over 60% in size
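First, TGR (20 nM dispensed) and NADPH were mixed with compound. Second, a 15 min room-temperature incubation followed. Third, further NADPH and then DTNB were added to start the reaction. Finally, TNB absorbance was monitored kinetically.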
* marks the source's active call; other numbers are inactive results; u = inconclusive; x = not tested or not shown; & = joins results of further samples; [ ] = another dose, or the depositor's remark. Unless noted, the call rests on the fitted dose curve; in most records, active means well fitted curve in the direction sought with a large enough effect; inconclusive means small, poorly fitted or top-dose-only effect, or another doubt; inactive means no such curve, though single readings can be large; an effect the other way counts as inactive or inconclusive. Unless noted, on the % scale 0 is the no-effect control and ±100 the full control effect. Rows were taken by chance; overall some 7.4% were active at least once.

# | SMILES | HCMV inh | AmpC inh detg | AMA1-RON2 inh | LmPK inhibitor
1 | CCOCc1nnc(NC(=O)COc2ccc3c(c2)OCO3)s1 | u | -10.2% | -22.2% | 3.6%
2 | O=C(NNC(=O)c1ccncc1)Nc1ccc(Cl)cc1 | 11.9 | x | 48.2%[activator] | x
3 | COc1ccc(C2=CC(=O)CCC2)cc1 | -4.8 | x | -2.2% | x
4 | FC(F)(F)c1ccc(Oc2ccc3ccccc3c2Br)nc1 | 27.6 | u | -0.8% | -1.1%
5 | CC1(C)C(N(O)C(=O)Nc2ccccc2)N(c2cccc(Cl)c2)C(=O)N1O (stereo not given) | -15.4 | u | -4.4% | -0.5%
6 | CCN(CC)C(=O)Cc1c(O)c2ccccc2[nH]c1=O | -18.6 | -4.1% | 27.4% | 2.8%
7 | CCCSc1nc2sc3c(c2c(=O)n1-c1ccc(C)cc1)CCCC3 | 5.6 | 16.5% | x | x
8 | CC(C(=O)NCCSCc1cccc(Cl)c1)N(c1ccccc1)S(C)(=O)=O (stereo not given) | -9.1&1.5 | -2.0%&-13.3% | 3.9% | 0.2%
9 | CN1CCC(=NNC(=O)C(=O)NCc2ccccc2)CC1 | -3.9 | 0.3% | 45.1%[activator] | 0.9%
10 | OC[C@H]1OC(O)[C@@H](O)[C@@H](O)[C@@H]1O (stereo not given in full) | -13.4 | -13.1% | 17.8% | x
11 | O=C(NCc1nc2ccccc2[nH]1)C1=C[C@H](C2CCCCC2)C[C@H](OCc2ccc(CO)cc2)O1 | -70.2* | 10.4% | 1.5% | 3.3%
12 | COc1cccc(C2CC(c3ccc(Br)cc3)=NN2C(=O)c2ccncc2)c1OC (stereo not given) | -11.3 | 1.6% | -9.4% | -0.4%

# | AmpC no deterg | Tb PYK inh | Sm TGR block
1 | -15.3% | -2.2% | -2.9%
2 | x | 0.0% | x
3 | x | -4.6% | x
4 | -21.4% | 0.6% | 6.8%
5 | -35.2% | -1.1% | 0.0%
6 | -24.9% | 7.5% | 2.9%
7 | x | 1.3% | 1.6%
8 | 57.1% | 1.9%&2.6% | 15.8%&0.1%
9 | -41.3% | -3.6% | 1.9%
10 | -7.7% | 7.9% | -9.3%
11 | 2.3% | 1.2% | 0.2%
12 | 145.3%[activator] | 1.9% | 0.9%

Sorted by molecular weight (smallest number first): some entries from above
# | SMILES | HCMV inh | AmpC inh detg | AMA1-RON2 inh | LmPK inhibitor
6 | CCN(CC)C(=O)Cc1c(O)c2ccccc2[nH]c1=O | -18.6 | -4.1% | 27.4% | 2.8%
9 | CN1CCC(=NNC(=O)C(=O)NCc2ccccc2)CC1 | -3.9 | 0.3% | 45.1%[activator] | 0.9%
1 | CCOCc1nnc(NC(=O)COc2ccc3c(c2)OCO3)s1 | u | -10.2% | -22.2% | 3.6%

# | AmpC no deterg | Tb PYK inh | Sm TGR block
6 | -24.9% | 7.5% | 2.9%
9 | -41.3% | -3.6% | 1.9%
1 | -15.3% | -2.2% | -2.9%

Values in list order from above:
LmPK inhibitor, nos. 2–12 → x, x, -1.1%, -0.5%, 2.8%, x, 0.2%, 0.9%, x, 3.3%, -0.4%

Continuation.
# | SMILES | HCMV inh | AmpC inh detg | AMA1-RON2 inh | LmPK inhibitor
13 | NC(=O)COC(=O)c1ccc(Cl)c(S(=O)(=O)N2CCCCCC2)c1 | 4.5 | 5.2% | 0.4% | 4.9%[11.5 µM]
14 | Clc1cccc(-c2ccc(/C=N/n3cnnc3)o2)c1 | u | u | -3.1% | -1.5%
15 | C=CCn1c(SCC(=O)NC(=O)NC2CCCC2)nnc1C1CCCCC1 | u | 1.0% | -1.9% | -0.9%
16 | C[C@]12CCC3C(CC[C@H]4C[C@H](O)[C@H](O)C[C@]34C)C1CC[C@@H]2O (stereo not given in full) | 46.8 | x | -16.6% | x
17 | CC(C)Cc1nnc(NC(=O)CCC(=O)N2CCN(c3ccccc3F)CC2)s1 | u | -5.8% | 4.8% | 2.6%
18 | CCCS(=O)(=O)c1c(S(=O)(=O)CCC)c2ccc(C(N)=O)cn2c1C(=O)c1ccc(F)cc1 | u | -5.7% | 5.2% | 3.0%
19 | Cc1cc(=O)oc2c(C)c(OCC(=O)NCCc3ccc(S(N)(=O)=O)cc3)ccc12 | 16.8 | -0.2% | 9.5% | -0.3%
20 | Cc1noc(C)c1C(=O)Nc1ccc(F)cc1F | -8.2 | 2.1% | 10.2% | -1.1%
21 | CCOc1ccc(C(=O)NCCNC(=O)c2ccc(OCC)cc2)cc1 | 18.3 | u | -4.3% | -1.2%
22 | C[C@@H]1CN([C@@H](C)CO)C(=O)c2cccc(NC(=O)c3nc4ccccc4s3)c2O[C@@H]1CN(C)CC1CC1 | -22.8 | x | 5.2% | x
23 | O=C(N/C(=C\c1ccco1)C(=O)N1CCCC1)c1cccs1 | 10.9 | 2.9% | 1.7% | 5.5%
24 | Cn1c(=O)cc(OCCCC(=O)NCc2ccc3c(c2)OCO3)c2ccccc21 | 8.8 | -9.4% | -2.3% | 5.5%

# | AmpC no deterg | Tb PYK inh | Sm TGR block
13 | -14.3% | -4.0% | 6.9%
14 | -1.7% | -4.5% | -21.5%
15 | -1.7% | -19.7% | 4.8%
16 | x | 0.1% | x
17 | 81.8%[activator] | -4.9% | -8.9%
18 | 49.8% | -0.5% | -1.2%
19 | -13.7% | 1.0% | u
20 | -15.2% | -4.6% | -2.5%
21 | -18.2% | 1.3% | -0.3%
22 | 279.9%[activator] | -8.8% | x
23 | -6.9% | -8.0% | u
24 | 23.6% | 2.8% | -1.0%

Retrieved one by one from above, 2 records:
# | SMILES | HCMV inh | AmpC inh detg | AMA1-RON2 inh | LmPK inhibitor
13 | NC(=O)COC(=O)c1ccc(Cl)c(S(=O)(=O)N2CCCCCC2)c1 | 4.5 | 5.2% | 0.4% | 4.9%[11.5 µM]
15 | C=CCn1c(SCC(=O)NC(=O)NC2CCCC2)nnc1C1CCCCC1 | u | 1.0% | -1.9% | -0.9%

# | AmpC no deterg | Tb PYK inh | Sm TGR block
13 | -14.3% | -4.0% | 6.9%
15 | -1.7% | -19.7% | 4.8%

Additional compounds follow.
# | SMILES | HCMV inh | AmpC inh detg | AMA1-RON2 inh | LmPK inhibitor
25 | Cc1occc1-c1nnc(SCC(=O)c2cc3ccccc3oc2=O)o1 | 5.4 | -9.7% | -6.8% | 13.9%
26 | Cc1cccc(N2CCN(C(=O)CCc3nnc4n(CC(C)C)c(=O)c5ccccc5n34)CC2)c1C | 56.0 | -6.3% | x | x
27 | CC1=Nc2ccccc2N=C(NC(=O)CSC(=S)N2CCCCC2)C1c1ccccc1 (stereo not given) | 10.1 | -7.4% | 2.1% | 5.9%
28 | COc1cc2c(cc1OC)C(C)N(C(=O)c1cc3c(C)cc(C)cc3[nH]1)CC2 (stereo not given) | -30.3 | -8.4% | -11.3% | -3.2%
29 | CCSc1nnc(C(N)Cc2ccccc2)o1 (stereo not given) | 3.8 | -4.4% | 0.9% | 4.4%
30 | O=C1c2ccccc2N[C@@H]2C=CC[C@@H]2N1O | 16.1 | x | 62.1%[activator] | x
31 | COC(=O)c1c(NC(=O)C(C)Oc2ccc(Cl)c(C)c2)sc(C)c1C (stereo not given) | 24.4 | 8.2% | x | x

# | AmpC no deterg | Tb PYK inh | Sm TGR block
25 | -47.0% | -8.2% | -0.9%[11.4 µM]
26 | x | 2.6% | 0.4%
27 | -33.9% | 0.4% | 22.0%
28 | 124.9%[activator] | -13.6% | -8.7%
29 | 0.3% | 1.1% | 9.2%
30 | -17.8% | -1.8% | x
31 | x | 1.3% | -0.7%

High-throughput results: PubChem, National Center for Advancing Translational Sciences (NCATS)
